HSP90 refold inh: inhibitors of HSP90 luciferase refolding in rabbit reticulocyte lysate; 290,000 compounds, 0.91% hits; luciferase refolding luminescence, 3 h; inhibition, % at 5.6 µM;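 active = inhibition above the screen-wide mean plus 3 SD, computed separately per campaign, cut at about 16% in these data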;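 also: 0% = DMSO wells and 100% = 60 µM geldanamycin wells; inhibitors lower the luminescence because luciferase stays unfolded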
HSF1 inh: HSF1 inhibition; NIH3T3-HGL HSE-luciferase, MG132-induced, luminescence 8 h; hits give low values; activity change, negative = inhibition, % at 7.5 µM (by protocol); 300,000 compounds, 0.77% hits;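 active = more than half of replicate wells show activity change below -50%, luminescence cut by over half; inconclusive = some wells, but at most half, below -50%; inactive = no replicate well below -50%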;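 also: luciferase reports HSF-1 transcriptional activity via heat shock element; 0% = median of DMSO wells and -100% = zero luminescence signal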
GSK3A inh: blocks human GSK-3 alpha kinase | P49840 | ADP-Glo luminescence, 60 min | inhibition, % at 10 µM | 320,000 compounds, 0.1% hits;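 in the data active = inhibition above about 50%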;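 also: GST-tagged GSK-3 alpha with peptide substrate and 25 µM ATP; 0% = DMSO neutral wells and 100% = GW8510 positive control wells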
Target sequence (P49840 whole entry, looked up): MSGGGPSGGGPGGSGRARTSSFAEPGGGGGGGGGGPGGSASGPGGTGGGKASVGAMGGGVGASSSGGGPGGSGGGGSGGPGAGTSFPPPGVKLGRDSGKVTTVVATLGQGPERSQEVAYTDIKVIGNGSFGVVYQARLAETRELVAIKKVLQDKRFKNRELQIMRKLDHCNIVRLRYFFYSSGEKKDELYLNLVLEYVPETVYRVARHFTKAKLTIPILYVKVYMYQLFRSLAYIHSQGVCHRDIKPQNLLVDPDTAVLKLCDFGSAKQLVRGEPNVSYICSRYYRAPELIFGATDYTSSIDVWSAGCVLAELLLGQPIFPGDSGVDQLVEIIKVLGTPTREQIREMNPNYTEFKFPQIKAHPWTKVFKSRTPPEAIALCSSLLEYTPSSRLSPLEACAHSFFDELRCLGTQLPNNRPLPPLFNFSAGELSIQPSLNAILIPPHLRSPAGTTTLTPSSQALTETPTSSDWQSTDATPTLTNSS
Platelet DG rel: modulates dense granule release in human platelets; 300,000 compounds, 0.22% hits; human platelet-rich plasma, SFLLRN dense granule ATP release, luminescence; inhibition, %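 (compounds screened at 7.5 µM in platelet-rich plasma)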;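 active = mean replicate score, as percent of positive control, at or above 50; inconclusive = mean below 50 but at least one replicate at or above 50; inactive = mean and every replicate below 50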
PolyA inh: yeast polyadenylation inhibition | S. cerevisiae SKY197-pL101 polyadenylation reporter, beta-gal luminescence; efflux-impaired pdr1/pdr3 knockout yeast; score 100 = 6 SD above DMSO | calls only at 12 µM | 300,000 compounds, 0.02% hits;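 active = lowest replicate activity score at least 50, where 100 means six control SD above control mean; inconclusive = lowest score under 50 but half or more replicates reach 50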;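 also: yeast exposed to compound for 9 h at 30 °C; higher score means more reporter readthrough which indicates perturbed polyadenylation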
DYRK1A inh: Dyrk1A (rat) kinase inhibition. Q63470. ADP-Glo luminescence, NFATc1 peptide. inhibition, % at 12.5 µM. 310,000 compounds, 0.43% hits. AID 504441; in the data active = inhibition above about 50%;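 also: plate controls were vehicle with enzyme for no effect and no enzyme for full effect; many of its hits are not listed in these tables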
GSK3beta inhib: blocks human GSK3beta kinase activity; GST-GSK3beta kinase, ADP-Glo luminescence, 60 min; hits give low values; activity score (negative = inhibition), % at 10 µM; 300,000 compounds, 0.038% hits;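 active = more than half of replicate wells score below -50%, meaning over 50% inhibition versus plate controls; inconclusive = some replicates but at most half score below -50%; inactive = no replicate scores below -50%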;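 also: 0% = median DMSO wells and -100% = median GW8510 positive control wells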
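Test system – GST-tagged human GSK3beta kinase, cell-free · Incubation – 60 min enzyme reaction, room temperature · Signal – ADP-Glo luminescence · Also added – peptide substrate and ATP at 25 µM · Controls – DMSO neutral wells and GW8510 at 20 µM as positive · Buffer or medium – Tris/MgCl2 kinase buffer · Measure – Luminescence-derived activity versus plate DMSO and GW8510 wells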
HDAC3 inhib: inhibitors of human histone deacetylase 3 | 320,000 compounds, 0.15% hits | O15379 | inhibition, % at 8.3 µM | recombinant HDAC3, fluorogenic peptide/trypsin coupled, fluorescence; in the data active = inhibition above about 26%, passing the limit was not always enough; inconclusive = no clear call, values can overlap the other calls
Target sequence (O15379 whole entry, looked up): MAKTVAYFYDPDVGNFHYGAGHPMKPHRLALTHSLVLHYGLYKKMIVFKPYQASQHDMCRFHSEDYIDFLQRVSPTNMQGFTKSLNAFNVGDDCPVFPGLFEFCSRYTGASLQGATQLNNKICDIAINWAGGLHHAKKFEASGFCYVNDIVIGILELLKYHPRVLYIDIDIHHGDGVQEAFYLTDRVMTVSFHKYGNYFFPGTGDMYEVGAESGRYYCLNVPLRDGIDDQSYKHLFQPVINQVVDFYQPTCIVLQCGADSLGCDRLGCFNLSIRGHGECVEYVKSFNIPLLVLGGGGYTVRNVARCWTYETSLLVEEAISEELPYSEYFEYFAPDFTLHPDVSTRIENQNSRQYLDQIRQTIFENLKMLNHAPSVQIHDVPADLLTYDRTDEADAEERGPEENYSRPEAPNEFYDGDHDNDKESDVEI
HSF-1 act: increases HSF-1 driven luciferase reporter signal | activation, % at 9 µM | 300,000 compounds, 1.7% hits | AID 504408 | NIH3T3-HGL HSF-1 luciferase reporter, MG132, 8 h; 100% = twice DMSO control signal;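 active = mean replicate activation of at least 50% with a set share of replicates each reaching 50%; inconclusive = only one of those two conditions met; inactive = mean below 50% and too few replicates reaching it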;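 also: 0% = median of the neutral control wells and 100% = twice that signal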
AI-2 QS mod: modulates the Vibrio harveyi AI-2 quorum sensing system; Vibrio harveyi JMH597 AI-2 luminescence/OD600 ratio, 9 h; hits give low values; strain lacks LuxN and CqsS sensors; 0 = neutral-control median; activity change, % at 7.5 µM; 300,000 compounds, 0.4% hits; AID 2094; in the data active = activity change below about -75%, passing the limit was not always enough; inconclusive = no clear call, values can overlap the other calls;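 also: luminescence divided by OD600 gain over 9 h not by final OD600 alone; inactives centre near 13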
An asterisk follows results filed as active; i = inactive; u = inconclusive; x = not tested or not shown. Some of the compounds tested; the hit share may differ from the screen's.

Second line of a record: HSP90 refold inh | HSF-1 act | GSK3A inh | HDAC3 inhib | HSF1 inh | GSK3beta inhib | Platelet DG rel | PolyA inh | AI-2 QS mod | DYRK1A inh
> COc1ccc(C2c3ccc(O)cc3Oc3ncn(Cc4ccco4)c(=N)c32)cc1OC (centres undefined)
  4 | -17 | -2 | x | 3 | 0 | 8 | i | 7 | -4
> COC(=O)CSc1nc2sccc2c(=O)n1-c1ccccc1
  -2 | 12 | 1 | 2 | -2 | 2 | -4 | i | 17 | -11
> CN(Cc1cn(-c2ccccc2)nc1-c1ccc2c(c1)OCO2)Cc1nccn1C
  -9 | 0 | 2 | -3 | 5 | 0 | -1 | i | 22 | 4
> CSc1nc2ccc(NS(=O)(=O)c3cccc(Cl)c3Cl)cc2s1
  -1 | -1 | -1 | 5 | -9 | -20 | 10 | i | 7 | 4
> COC(=O)Cc1cn(-c2ncc(C(F)(F)F)cc2Cl)c2ccccc12
  0 | 3 | 0 | 6 | 1 | 1 | 11 | i | 10 | 4
> COCCn1c(C)cc(C(=O)CSc2nnc3ccccn23)c1C
  50* | -60 | -5 | 4 | -51* | -2 | 2 | i | 24 | -1
> O=C(NCc1ccco1)c1ccc(Cl)s1
  0 | -11 | -1 | -5 | -1 | 4 | 2 | i | 13 | -1
> Cc1ccc(OCC(=O)N/N=C\c2ccc(-c3cccc(C(=O)O)c3)o2)c(C)c1
  4 | -9 | 2 | 9 | -15 | -1 | -1 | i | 33 | 31
> C/C(=N\Nc1ccc(Cl)c(C(=O)O)c1)c1cccc2ccccc12
  2 | 5 | -3 | -1 | -11 | -20 | 0 | i | 21 | 0
> COc1ccccc1C(=O)C1CCCN(C(=O)c2cn3cc(Cl)ccc3n2)C1 (centres undefined)
  -1 | x | -1 | 2 | x | -2 | -5 | i | 11 | -4
> CCOC(=O)c1cc(-c2ccc(/C=C3/C(=O)NC(=O)C(C#N)=C3C)o2)ccc1Cl
  2 | -16 | 1 | 8 | -2 | 2 | 0 | i | 39 | -3
> O=P(c1ccccc1)(c1ccccc1)c1cc(S(=O)(=O)O)ccc1O
  5 | -10 | -3 | -2 | -8 | -1 | -7 | i | -5 | -2
> CCC(C(=O)NC(C)CCc1ccccc1)n1nc(C)n2c(cc3occc32)c1=O (centres undefined)
  3 | 8 | -4 | 9 | 7 | 0 | 0 | i | 15 | 1
> CCCOc1ccc(-c2c(C(=O)N/N=C(\C)c3ccncc3)nnn2-c2nonc2N)cc1
  -3 | 4 | 1 | 10 | -4 | 2 | 3 | i | 14 | 0
> Cc1ccccc1-n1nnnc1SCC(=O)Nc1ccc(N2CCN(C)CC2)cc1
  -4 | 20 | 0 | -4 | 8 | -1 | 6 | i | 2 | 4
> O=C(Nc1nc(-c2ccccc2)cs1)C1CCCCN1S(=O)(=O)c1ccc(Cl)cc1 (centres undefined)
  4 | 13 | -2 | -1 | -7 | 2 | 0 | i | -9 | 5
> CCCc1cc(-c2nc(-c3ccc(Br)cc3)cs2)ccn1
  7 | 0 | 4 | 2 | 10 | 1 | -4 | i | 2 | -5
> CC(=O)N1CCc2[nH]c3ccc(C)cc3c2C1
  -1 | -1 | 2 | -3 | 0 | x | 11 | i | x | 7
> Cc1cc(C)n2nc(S(=O)(=O)N(C)c3ccccc3)nc2n1
  1 | -6 | 0 | 1 | -4 | 5 | 0 | i | 33 | 19
> COC(=O)C1=NNC2(c3ccc(C)cc3)C(=O)N(c3ccc(C)cc3)C(=O)C12 (centres undefined)
  -1 | 12 | -2 | u | 3 | 1 | -7 | i | 20 | 1
> Cc1cc(C(=O)Cn2nc(C(=O)O)c3ccccc3c2=O)c(C)n1-c1ccc(F)cc1
  17* | 8 | 1 | 3 | -6 | -5 | 1 | i | 31 | -8
> O=C(Nc1ccccc1C(=O)N1CCCCC1)c1ccccc1C(F)(F)F
  -3 | 4 | 1 | 3 | -4 | 1 | 1 | i | 19 | -8
> Cc1cc(Cl)ccc1OCC(=O)Nc1cccnc1
  2 | 6 | -1 | -9 | 3 | 0 | 0 | i | 23 | 6
> COc1ccc(CN2CCN(Cc3ccc4ccccc4c3)CC2)cc1OC
  -2 | -12 | -4 | 6 | -4 | 3 | 4 | i | 11 | 2
> CNC(=O)CN(C1CCCCC1)S(=O)(=O)c1ccc(OC)c(Cl)c1
  3 | -6 | -4 | -1 | -4 | 2 | 5 | i | 27 | 2
> Cc1ccc(C)c(NC(=O)COC(=O)Cc2ccsc2)c1
  0 | -6 | 0 | 0 | -2 | -3 | 7 | i | 34 | 5
> O=C(CSc1nnnn1-c1ccc2c(c1)OCO2)NCc1ccccc1
  -6 | 5 | 4 | 1 | -4 | 0 | -5 | i | 32 | 8
> NC(=O)C1CCN(C(=O)c2ccco2)CC1
  5 | -3 | -1 | 4 | 0 | 0 | -4 | i | 17 | -12
> N#Cc1nc(-c2cccc3ccccc23)oc1NCC1CCCO1 (centres undefined)
  -2 | 7 | -3 | -156 | 12 | -4 | 3 | i | 3 | x
> CC(C)(C)c1cc(CN2CCN(CCO)CC2)cc(C(C)(C)C)c1O
  2 | -3 | -2 | 7 | -5 | 6 | -3 | i | 42 | 0
> COc1cccc2c1C(=O)O/C2=C/c1ccc2c(c1)OCO2
  0 | -34 | x | -6 | -31 | -3 | 43 | i | 16 | 5
> O=S(=O)(NC1CC1)c1ccc(S(=O)(=O)N2CCCC3(CCCCC3)C2)cc1
  -1 | x | 0 | -4 | x | 1 | -9 | i | 18 | -2
> C=C(C)C(=O)NNc1ccccc1
  1 | 9 | -1 | 1 | -6 | 2 | -4 | x | 16 | -6
> CC(C)OC(=O)CSc1nnc(-c2cnccn2)n1-c1ccccc1
  3 | 4 | -1 | -6 | -4 | -2 | -3 | i | 28 | 2
> CCC(=O)Nc1nonc1-c1nc2ccccc2n1CCC(C)C
  3 | -28 | -2 | -3 | -18 | -2 | -2 | i | 9 | 2
> O=C1C(=O)N(CCCn2ccnc2)C(c2ccc(Cl)cc2)/C1=C(\O)c1ccc2c(c1)OCCO2 (centres undefined)
  -2 | 23 | -2 | 2 | 5 | 2 | 4 | i | 19 | -5
> CCCCn1c(SCc2cc(=O)[nH]c3ccccc23)nc2c1c(=O)n(C)c(=O)n2C
  1 | 8 | x | x | -1 | 1 | -4 | i | 9 | x
> CCCCN(C(=O)CNC(=O)c1ccco1)C(C(=O)NC1CCCC1)c1ccc(OC)cc1 (centres undefined)
  1 | -10 | -1 | 1 | 4 | 8 | -4 | i | 13 | 2
> COc1cc([N+](=O)[O-])c(C(=O)N2CCOCC2)c([N+](=O)[O-])c1
  -2 | 26 | -3 | 1 | -1 | -5 | -8 | i | 10 | -9
> O=c1[nH]c(-c2ccc(Cl)cc2)cs1
  -1 | -8 | -3 | 7 | 1 | 1 | 1 | i | 2 | -4
> C=C(C)C(=O)N1CC2(CC(c3cccc(NC(=O)/C=C\C)c3)=NO2)C[C@H]1C(N)=O (some centres undefined)
  x | -9 | -2 | 0 | -4 | 2 | 0 | i | 19 | 1
> CCCn1c(SCC(=O)NCc2ccco2)nnc1-c1ccncc1
  2 | 2 | 3 | 2 | 4 | -2 | 0 | i | 27 | -2
> COCCNC(=S)Nc1ccc2nsnc2c1
  1 | 3 | 3 | -7 | 16 | -2 | -3 | i | -3 | x
> COc1ccccc1NC(C)C(=O)Nc1ccc(C(C)=O)cc1 (centres undefined)
  5 | 11 | 0 | 5 | 3 | 4 | -1 | i | 2 | 0
> Cc1ccc(CNS(=O)(=O)c2c(C)[nH]c(C)c2C(=O)N2CCCCC2)o1
  -6 | 0 | -2 | -4 | 2 | 3 | -3 | i | 21 | 0
> O=C(NCCOc1ccc(F)cc1)C1CCN(S(=O)(=O)c2ccccc2)CC1
  0 | -3 | 3 | 4 | 0 | 0 | 13 | i | 19 | -7
> CN(CC(=O)Nc1cccc(F)c1)C(=O)c1ccccc1OCC(=O)Nc1cccc(C(F)(F)F)c1
  x | 9 | -1 | 0 | 7 | 1 | 25 | i | 25 | -6
> Cc1ccc(C(=O)OCC(=O)Nc2sc3c(c2C#N)CCC3)cc1
  -4 | 17 | -1 | -2 | 7 | 2 | -31 | i | -27 | -4
> Cc1ccc(S(=O)(=O)N2CCCC2CNC(=O)C(=O)NCc2ccccn2)cc1 (centres undefined)
  x | 3 | 0 | -5 | -3 | 0 | -9 | i | 24 | 1
> CCOC(=O)c1ccc2ncc(C(=O)OCC)c(NCCN3CCOCC3)c2c1
  0 | 12 | 22 | 2 | -5 | -21 | 2 | i | 5 | 19
> O=C1CC(c2ccccc2)n2ncnc2N1 (centres undefined)
  0 | -5 | 1 | 7 | -6 | 2 | 4 | i | 30 | -2
> CCSc1nnc(NC(=O)c2cc(OC)c(OC)c(OC)c2)s1
  3 | x | 5 | 0 | x | 0 | 4 | x | 11 | 8
> CCC(OC(=O)c1nsc(Cl)c1Cl)C(=O)NCCOC (centres undefined)
  -1 | -12 | -1 | 0 | -2 | -1 | -1 | i | 26 | -5
> C=C(C)Cn1c(N2CC(C)CC(C)C2)nc2c1c(=O)[nH]c(=O)n2C (centres undefined)
  x | 3 | 2 | -14 | 5 | 0 | 1 | i | -2 | 2
> O=C(COc1ccc([N+](=O)[O-])cc1)N1CCc2ccccc2C1
  -1 | 27 | -2 | 4 | 11 | 1 | 0 | i | 8 | -4
> N/C(=N\OC(=O)C1CCCCC1)c1ccncc1
  0 | 18 | 11 | 1 | 8 | -4 | -2 | i | 15 | -1
> CC(=O)Nc1ccc(SCC(=O)c2c(N)n(Cc3ccccc3)c(=O)n(C)c2=O)cc1
  0 | -7 | 0 | 1 | -8 | -4 | 2 | i | 6 | 3
> Cc1nccn1-c1ccc(C(F)(F)F)cc1[N+](=O)[O-]
  2 | 10 | 1 | -14 | -8 | -2 | -6 | i | 29 | -3
> COc1nc(N(C)C)nc(N(OC)S(=O)(=O)c2ccccc2Cl)n1
  1 | -13 | 0 | -2 | -1 | 2 | -1 | i | 13 | 0
> NC(=O)C(=O)NN=C1CCC(c2ccccc2)CC1 (centres undefined)
  0 | x | 1 | -3 | x | 0 | 4 | i | 35 | -1
> CC(C)(C)OC(=O)NN1CC(=O)N2Cc3ccccc3C[C@@H]2C1=O
  -3 | -8 | 0 | -5 | -7 | -1 | 12 | i | 28 | 0
> CCOc1cccc2c1OC1(C)CC2NC(=O)N1c1cccc(F)c1 (centres undefined)
  -2 | -1 | 1 | -5 | -8 | 3 | 4 | i | 11 | 2

Compound activity: PubChem BioAssay, several laboratories
